# Screens as filed in PubChem BioAssay.
# Tn6 DDE FP: inhibitors of Tn6 peptide binding to human fibrin DD(E) | P02675 | 0.21% of 370,000 active | inhibition, % at 8.3 µM | Fibrin DD(E) TRITC-Tn6 fluorescence polarization displacement;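 active means inhibition above a per-campaign cutoff: mean of compounds within control limits plus 3 SD, cut at about 15% in these data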;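 further: 0% = median of all compound wells on the plate and 100% = blocking peptide control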
# Target sequence (P02675 whole entry, looked up): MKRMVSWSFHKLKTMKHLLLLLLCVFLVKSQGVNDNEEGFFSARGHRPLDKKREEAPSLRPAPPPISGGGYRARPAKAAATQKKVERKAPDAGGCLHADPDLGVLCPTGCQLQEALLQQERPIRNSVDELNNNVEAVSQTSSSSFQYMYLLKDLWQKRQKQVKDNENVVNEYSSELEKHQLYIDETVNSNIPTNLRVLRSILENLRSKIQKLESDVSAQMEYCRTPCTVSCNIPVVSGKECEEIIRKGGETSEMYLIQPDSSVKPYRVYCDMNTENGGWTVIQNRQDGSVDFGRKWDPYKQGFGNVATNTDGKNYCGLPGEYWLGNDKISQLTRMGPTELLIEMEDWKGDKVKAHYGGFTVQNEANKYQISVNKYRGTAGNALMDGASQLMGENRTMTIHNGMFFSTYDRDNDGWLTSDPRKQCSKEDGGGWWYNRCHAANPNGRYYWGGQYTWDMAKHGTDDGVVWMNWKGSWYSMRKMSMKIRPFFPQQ
# ASAP1 inh: inhibitors of human ASAP1 ArfGAP activity; ASAP1-stimulated ARF1 GTP hydrolysis, GDP FP detection; inhibition, % at 16.5 µM; 0.19% of 360,000 active; AID 624377; in the data active means inhibition above about 25%;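 further: 0% = vehicle with enzyme and substrate and 100% = no enzyme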
# TDP2 absorb: blocks human TDP2 phosphodiesterase activity; O95551; recombinant TDP2, T5PNP hydrolysis, p-nitrophenol absorbance 415 nm; 0.34% of 370,000 active; inhibition, % at 12.8 µM;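 active means inhibition above the mean of all tested compounds plus 3 SD, set per campaign, cut at about 25% in these data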;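 further: 0% = DMSO with enzyme and 100% = buffer with substrate but no TDP2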
#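 Assay system: recombinant human TDP2 / Reagent: T5PNP substrate at 5 mM, a TopII-DNA adduct mimic / Measured by: epi absorbance from released p-nitrophenol / Evaluation: % inhibition relative to enzyme-containing and enzyme-free wells / Control set: enzyme-free and DMSO wells / Replicates: each compound tested once, singlicate / Schedule: enzyme reaction with compound for 2 h at 37 °C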
# PLC-beta3 inh: blocks human PLC-beta3 enzyme activity | 0.18% of 370,000 active | AID 720704 | inhibition, % at 12.2 µM | Purified PLC-beta3, fluorogenic substrate, fluorescence | Q01970; in the data active means inhibition above about 11%;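 further: 0% = median of compound wells on plate and 100% = full blocker control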
# ADAM10 inh: inhibits human ADAM10; recombinant ADAM10, EDANS/DABCYL FRET peptide cleavage, 3 h; AID 720582; inhibition, % at 7 µM; 0.62% of 370,000 active;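 active means inhibition above a per-campaign cutoff equal to the mean of compounds falling between control-based bounds plus 3 SD, cut at about 20% in these data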;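 further: 0% = DMSO wells while the 100% control is not disclosed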
# ARFGAP1 inhibitor: rat ARFGAP1 inhibition | Q62848 | Arfgap1-stimulated ARF1 GTP hydrolysis, GDP FP detection | inhibition, % at 16.5 µM | 0.26% of 360,000 active;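 active means inhibition above a per-plate limit, mean inhibition of low control wells plus 3 SD, cut at about 25% in these data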;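 further: 0% = DMSO wells with enzyme and 100% = wells lacking Arfgap1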
#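 Repeats: one replicate per compound; assay system: rat Arfgap1 catalytic domain, aa 1-136; times: enzyme reaction 120 min at 25 °C after 20 min preincubation; detection: FP of antibody-bound GDP Alexa 633 tracer, ex 620/em 688 nm; benchmarks: high control wells lacking Arfgap1, low control full reaction with DMSO; reagent: human ARF1(Δ1-17)-GTP substrate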
# ADAM17 inh: inhibitors of human ADAM17 | P78536 | recombinant ADAM17, EDANS/DABCYL FRET peptide cleavage | inhibition, % at 6.95 µM | 0.83% of 370,000 active | AID 720648;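 active means inhibition above the mean of compounds lying between control limits plus 3 SD, set per campaign, cut at about 8.5% in these data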;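 further: 0% = DMSO-only wells as the low control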
# Target sequence (P78536 215-824 limits assumed): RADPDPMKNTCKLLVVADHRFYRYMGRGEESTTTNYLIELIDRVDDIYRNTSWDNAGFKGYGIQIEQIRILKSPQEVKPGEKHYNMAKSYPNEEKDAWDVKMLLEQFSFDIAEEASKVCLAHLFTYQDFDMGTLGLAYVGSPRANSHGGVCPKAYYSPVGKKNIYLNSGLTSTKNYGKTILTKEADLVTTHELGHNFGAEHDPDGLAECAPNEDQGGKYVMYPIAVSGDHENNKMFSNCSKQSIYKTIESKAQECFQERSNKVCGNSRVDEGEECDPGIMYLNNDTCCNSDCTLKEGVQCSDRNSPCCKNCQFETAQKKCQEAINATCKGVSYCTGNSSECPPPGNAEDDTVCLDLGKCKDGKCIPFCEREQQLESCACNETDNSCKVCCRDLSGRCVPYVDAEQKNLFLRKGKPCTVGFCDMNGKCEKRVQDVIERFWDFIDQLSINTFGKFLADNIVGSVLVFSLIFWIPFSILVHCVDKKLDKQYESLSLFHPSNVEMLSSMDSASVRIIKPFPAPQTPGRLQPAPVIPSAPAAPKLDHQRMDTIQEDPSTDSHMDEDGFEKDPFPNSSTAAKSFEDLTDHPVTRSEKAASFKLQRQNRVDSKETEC
# Tn7 DDE FP: DD(E)-Tn7 binding inhibition, primary FP screen | P02675 | FP displacement of FITC-Tn7 peptide from fibrin DD(E); 0% = median of compound wells per plate | inhibition, % at 8.3 µM | 0.13% of 370,000 active;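 active means inhibition above the mean of compounds falling within the control limits plus 3 SD of them, cut at about 14% in these data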;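 further: 0% = plate median of compound wells and 100% = 10 µM Aha-Tn7 peptide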
#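 Assay system: Human fibrin DD(E) protein | Medium: Tris buffer with calcium and detergent, pH 7.8 | Reagent: 0.1 µM fluorescent Tn7 | Compound dosing: Single point at 8.3 µM | Times: 10 min preincubation, 3 h with tracer, room temperature | Detection: Fluorescence polarization of the labelled Tn7 tracer | Controls: Aha-Tn7 high control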
# SIAE primary: inhibitors of human sialic acid acetylesterase SIAE | Q9HAT2 | SIAE FP-Rh probe binding, fluorescence polarization | inhibition, % at 9.66 µM | 0.69% of 370,000 active | AID 1053197;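 active means inhibition above a cutoff: mean of compounds within the control limits plus 3 SD of those, cut at about 17% in these data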;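 further: 0% = plate median of compound wells and 100% = probe without SIAE protein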
# PLC-gamma1 inh: PLC-gamma1 (human) inhibition, primary screen; P19174; purified PLC-gamma1, fluorogenic substrate, fluorescence; inhibition, % at 12.2 µM; 0.84% of 370,000 active; in the data active means inhibition above about 9.5%
# Active calls of the source: *; i = inactive; . = not tested or not shown; & = joins results of further samples. Not a hit list. About 3.6% of those tested had a hit in this group.
Tn6 DDE FP	ASAP1 inh	TDP2 absorb	PLC-beta3 inh	ADAM10 inh	ARFGAP1 inhibitor	ADAM17 inh	Tn7 DDE FP	SIAE primary	PLC-gamma1 inh	SMILES
6	-3	5	0	0	-2	-4	8	-5	1	CCC(Cc1ccccc1)NC(=O)C1CCN(S(=O)(=O)c2c(C)noc2C)CC1 (stereo not drawn)
9	-3	-5	3	10	8	0	-4	-8	1	COc1cc2c(cc1NC(=O)COC(=O)CNS(=O)(=O)c1ccc(C)cc1)oc1ccccc12
-4	.	-10	2	-12	.	0	1	-9	1	CCC(=O)Nc1ccc2c(c1)C(=O)N(C)[C@@H]1CC[C@@H](CC(=O)OC)O[C@H]1CO2
1	-28	9	-5	-19	-5	-5	4	-8	-1	Cc1ccc(NC(=O)CCS(=O)(=O)c2ccc(Br)cc2)nc1
-8	6	2	3	-1	3	-3	0	-9	0	CCOc1cc(C)nc(NCCc2ccc(OC)c(OC)c2)n1
0	-3	-2	2	4	3	-1	-4	4	0	Cc1nn(C)c(C)c1S(=O)(=O)N1CCc2ccccc21
3	-1	3	2	-6	2	-5	-2	-1	-1	CCC(=O)N1CCC1(C)C(=O)NCc1ccc(SC)cc1 (stereo not drawn)
-1	-2	10	-14	-8	17	-3	-9	-14	-4	COc1ccc(C)c2sc(NC(=O)c3cccc(N4C(=O)CCC4=O)c3)nc12
-1	-6	10	-3	6	5	-6	-2	-3	4	CCC(C)NC(=O)Cn1nc(Cc2ccncc2)c2ccccc2c1=O (stereo not drawn)
3	-5	-1	2	-5	-6	-1	2	2	-1	O=C1C=C(c2ccc(Oc3ccccc3)cc2)C[C@@H](c2ccc(Cl)cc2)C1
1	-1	-5	-6	7	-5	-1	-5	1	2	COc1ccc(CN2CSC(=S)N(Cc3ccccc3)C2)cc1
3	2	-5	-9	-14	17	-6	7	-2	2	CCCCn1c(N)c(N(CCOC)C(=O)C(C)Oc2ccc(Cl)cc2)c(=O)[nH]c1=O (stereo not drawn)
-4	10	3	-9	0	2	-2	5	0	-4	COc1ccc(-c2noc(=O)n2Cc2ccccc2Cl)cc1
-1	-6	11	1	3	5	0	-7	5	3	CCOP(=O)(O)c1ccccc1OCCOCCOc1ccccc1P(=O)(O)OCC
11	-17	1	-3	0	-1	3	-2	-1	-5	O=C(/C=C/c1ccco1)Nc1ccc(C(=O)N2CCOCC2)cc1
-4	8	-1	-1	-5	-4	-1	7	-7	-1	CCc1ccc(-c2cn(-c3nc(C)cc(C)n3)c(=N)o2)cc1
-6	11	6	1	5	6	-3	1	6	1	CN1CC(c2ccc(Cl)c(Cl)c2)[C@@]2(COc3ccccc3C2=O)[C@@]12C(=O)Nc1ccccc12 (stereo partly drawn)
3	6	6	-4	-7	3	0	-4	-1	-4	CCOC(=O)C1=C(COC(=O)[C@@H]2CCCN2S(=O)(=O)c2ccc(C)cc2)NC(=O)NC1C (stereo partly drawn)
6	-3	13	5	0	-2	-3	5	-1	-1	COc1ccccc1N1CCN(C(=O)CSc2nnc3n2C(C)(C)Cc2ccccc2-3)CC1
4	1	-2	-1	-2	-1	-3	15*	-4	0	COc1cccc(NC(=O)COC(=O)c2ccc(S(=O)(=O)NCc3ccco3)cc2)c1
-1	-2	7	-5	-4	10	-3	-7	-1	2	CN1CCN(c2ccccc2NC(=O)c2c(F)cccc2F)CC1
-2	-6	-8	-1	-11	-8	-1	-5	-3	0	Cc1cccc(N2CCN(CC(O)COc3ccc4ccccc4c3)CC2)c1 (stereo not drawn)
1	-2	4	0	-9	-5	-4	0	3	1	CC(C)CCN1CCN(Cc2nc(-c3ccccc3)cs2)CC1CCO (stereo not drawn)
-4	2	11	0	1	1	-3	1	0	1	O=C(CCC(=O)OCc1ccc(Br)cc1)Nc1ccccc1
6&-1	9&5	-15&-4	-81&-52	-11&-1	1&3	1&3	-8&3	-6&6	-53&-44	C=CCOC(=O)C1=C(C)NC(SC)=C(C#N)C1c1ccc(OCC)cc1 (stereo not drawn)
-1	-13	-7	3	6	1	-3	5	-3	1	COc1cc(C(=O)NNC(=O)NC2CCCCC2)cc(OC)c1OC
2	-8	1	-5	3	-7	1	3	-3	3	CCOC(=O)C1(CCOc2ccccc2)CCN(Cc2cc(OC)cc(OC)c2)CC1
-19&-10	11&3	11&8	4&2	9&4	20&7	5&1	-5&-5	12&14	3&0	CCN1CCN(Cc2ccc(NC(=O)c3cc(NC(=O)C4=NN(c5ccccc5)C(=O)C4)cc(OC)c3)cc2C(F)(F)F)CC1
-7	-9	-3	-5	-7	0	-5	-1	0	-1	CC(C)CNC(=O)COC(=O)c1ccccc1SCC(=O)NCC(C)C
0	-10	11	3	0	-4	-1	-5	4	3	CCOC(=O)C(C)(C)NS(=O)(=O)c1ccc(Cl)c([N+](=O)[O-])c1
-3	-8	-2	4	1	2	-3	-3	-2	1	CC1NC(=O)NC1CCCCC(=O)O (stereo not drawn)
0	0	2	-1	3	4	-8	-2	-4	8	CC(=O)N1C[C@H]2CON(C)[C@H]2C[C@H]1c1cccc(-c2ccc(C#N)cc2)c1
-8	-2	-3	4	14	-12	3	2	3	3	NCCCC[C@H]1CNC(=S)N1CCc1cccc(F)c1
2	4	4	0	0	9	0	1	8	0	COc1ccc(NS(=O)(=O)c2ccc3c(c2)CCN3C(=O)CCC(=O)O)cc1OC
3	-1	-7	-5	-1	8	-4	-5	0	-1	CN1CCN(c2ccc(CNS(=O)(=O)c3ccsc3)cc2)CC1
5	25	12	-9	-1	11	2	0	-83	-3	O=C(CCN1C(=O)/C(=C/c2ccc(F)cc2)SC1=S)NCCc1ccc(O)cc1
0	-11	10	-1	-13	-8	-4	2	4	2	CCOC(=O)CN1C(=O)C(=O)c2cccc(C)c21
5	5	2	-8	5	-14	4	9	4	-2	O=C(COC(=O)CNC(=O)c1ccc(Br)cc1)NCCC1=CCCCC1
-6	-7	12	0	2	4	3	-5	4	5	Cc1c(C(=O)N2CCCCC2C)sc2nc3n(c(=O)c12)CCC3 (stereo not drawn)
1	7	-2	i	i	-3	i	8	7	i	CCc1cc(=O)oc2c3c(cc(OCC(=O)NCc4ccncc4)c12)OC(C)(C)CC3
-2	3	3	-6	0	16	-3	1	-7	2	CCc1ccc(NC(=O)NC2CCCCCCC2)cc1
-8	8	-3	1	-2	-2	-3	-2	3	2	O=C(C1Cc2ccccc2CN1S(=O)(=O)c1cccs1)N1CCCCCC1 (stereo not drawn)
3	-20	1	5	-41	-1	-8	2	-6	3	Cc1ccc(C(=O)Nc2ccc(NC(=O)c3ccccc3Cl)c(C)c2)cc1
2	6	3	-100	-37	-14	-12	0	-9	-67	Nc1c(C(=O)O)sc2nc(-c3ccccc3)cc(-c3ccccc3)c12
4	1	4	-4	4	-5	-3	-2	3	1	CC(=O)N1CCN(S(=O)(=O)c2cccc(C(=O)OCN3C(=O)c4ccccc4C3=O)c2)CC1
1	7	-9	-16	3	-1	-1	-6	-9	-14	CCOC(=O)C(NC(=O)c1ccc(F)cc1)(Nc1sc2c(c1C(N)=O)CCC2)C(F)(F)F (stereo not drawn)
-3	3	-7	-4	9	3	1	2	0	-1	CSc1ccc(S(=O)(=O)Nc2ccc(N3CCOCC3)c(Cl)c2)cc1
-1	7	-7	-1	0	15	-1	-5	-1	4	COc1ccccc1N1CCN(S(=O)(=O)CCNC(=O)C(C)Oc2ccccc2)CC1 (stereo not drawn)
-6	-12	2	-1	3	1	-2	0	3	-2	CCc1ccc([C@@H]2CC=C(C(=O)O)CN2S(=O)(=O)c2ccc(C)cc2)cc1
-10	-10	-5	6	3	0	-1	-3	-1	4	O=C(O)c1ccccc1S(=O)CCO (stereo not drawn)
-11	6	4	1	3	19	-8	2	-3	1	CC(Oc1ccc(Br)cc1)C(=O)N1CCc2ccccc21 (stereo not drawn)
7	2	5	-71	-66	3	-19	7	4	-64	CN1C(=O)c2ccc(NC(=S)NC(=O)C(C)(C)C)cc2C1=O
2	-20	3	1	4	8	-1	-2	13	2	O=C(O/N=C(\c1ccccc1)c1ccccn1)c1ccc(Cl)c(Cl)c1
-4	4	2	0	-9	16	-2	-2	-2	-3	O=C(CN1C(=O)CSc2ccc(S(=O)(=O)N3CCOCC3)cc21)NCCCN1CCOCC1
-11	4	-21	-17	0	4	-4	-3	-10	7	CCc1ccc(OCC(=O)Nc2ccc(S(=O)(=O)Nc3cc(C)on3)cc2)c(Br)c1
-3	2	-9	-11	-8	-1	-1	-3	3	-3	C/C(CCc1oc2ccc(Cl)cc2c1-c1ccc(C)o1)=N\O
-7	14	14	0	3	11	0	0	3	3	O=C(Nc1cccc([N+](=O)[O-])c1)c1ccc(N2CCCC2=O)cc1
-2	.	5	1	-6	.	-6	2	1	-2	CCCCCN1CCCCC(NC(=O)c2ccc(F)c(F)c2)C1=O (stereo not drawn)
2	6	8	-21	-4	-7	-3	9	-2	-16	COC(=O)c1cc2c(c3c4ccccc4n(S(=O)(=O)c4cccc(C)c4)c13)C(=O)N(Cc1ccccc1OC)C2
1	-11	0	3	0	-3	5	3	-5	2	O=C(NCc1ccco1)C(=O)NCC1OCCCN1S(=O)(=O)c1ccccc1 (stereo not drawn)
2	-7	9	-1	-2	-6	-4	-1	2	2	CCOc1ccc(NC(=O)CS(=O)(=O)c2cn(CC)c3ccccc23)cc1
2	-1	3	1	2	-8	2	-1	0	-1	COc1ccc(CC(=O)N2CC(=O)N(CCc3ccccc3)C(=O)C2)cc1
0	3	6	-5	1	-13	-3	5	-1	0	Cc1cccc(NS(=O)(=O)c2nnc(NC(=O)C3CCCCC3)s2)c1

# Fetched one by one from the entries so far (three):
Tn6 DDE FP	ASAP1 inh	TDP2 absorb	PLC-beta3 inh	ADAM10 inh	ARFGAP1 inhibitor	ADAM17 inh	Tn7 DDE FP	SIAE primary	PLC-gamma1 inh	SMILES
-4	4	2	0	-9	16	-2	-2	-2	-3	O=C(CN1C(=O)CSc2ccc(S(=O)(=O)N3CCOCC3)cc21)NCCCN1CCOCC1
-2	.	5	1	-6	.	-6	2	1	-2	CCCCCN1CCCCC(NC(=O)c2ccc(F)c(F)c2)C1=O (stereo not drawn)
-6	-12	2	-1	3	1	-2	0	3	-2	CCc1ccc([C@@H]2CC=C(C(=O)O)CN2S(=O)(=O)c2ccc(C)cc2)cc1
